Assay outcomes (PubChem)
MC4R antag cAMP = MC4R antagonists of cAMP signaling, primary screen, cell-based, TR-FRET, antagonist arm of biased-ligand search | Melanocortin receptor 4 (Homo sapiens), P32245 | MC4R-expressing cells, MTII-stimulated cAMP, LANCE TR-FRET | inhibition, % at 6.5 µM | hit rate 0.48% among 360,000 | AID 540295, 2011;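 active = inhibition above its plate's cutoff, the mean of tested wells on that plate plus 3 SD, cut at about 29% in these data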;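 also: 0% = Melanotan II alone and 100% = Melanotan II plus saturating MCL0020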
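Material – human MC4R-expressing U2OS cells · Repeats – no replicates · Detection – TR-FRET with Eu-cAMP and labeled anti-cAMP, 671 nm · Times – compound 30 min, challenge 1 h, detection 1 h · Compound – single nominal compound dose of 6.5 µM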
ABHD5-PLIN5 inh = ABHD5-PLIN5 interaction inhibitors, primary screen, cell lysate, split luciferase complementation, luminescence; Perilipin-5 (Homo sapiens) + 1-acylglycerol-3-phosphate O-acyltransferase ABHD5 (Homo …; Split G. princeps luciferase complementation, 4 h; inhibition, % at 4 µM; hit rate 0.78% among 360,000;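 active = inhibition above the mean inhibition across every tested compound plus 3 SD, cut at about 22% in these data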;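 also: 0% = DMSO only wells and the 100% control is not disclosed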
Target sequence (Q00G26 whole entry, looked up): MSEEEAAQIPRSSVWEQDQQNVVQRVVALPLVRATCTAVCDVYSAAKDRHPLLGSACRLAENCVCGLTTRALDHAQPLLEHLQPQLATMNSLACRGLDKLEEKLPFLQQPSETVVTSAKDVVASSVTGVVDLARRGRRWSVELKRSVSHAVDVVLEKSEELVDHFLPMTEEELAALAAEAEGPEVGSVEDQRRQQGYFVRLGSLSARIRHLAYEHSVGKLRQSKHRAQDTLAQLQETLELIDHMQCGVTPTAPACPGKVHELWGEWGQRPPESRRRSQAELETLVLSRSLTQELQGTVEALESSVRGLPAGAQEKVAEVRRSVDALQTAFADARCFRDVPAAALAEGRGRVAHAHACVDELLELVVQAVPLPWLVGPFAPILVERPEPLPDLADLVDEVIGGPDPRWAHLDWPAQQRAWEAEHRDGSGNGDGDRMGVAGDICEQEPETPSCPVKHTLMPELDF
Target sequence (Q8WTS1 whole entry, looked up): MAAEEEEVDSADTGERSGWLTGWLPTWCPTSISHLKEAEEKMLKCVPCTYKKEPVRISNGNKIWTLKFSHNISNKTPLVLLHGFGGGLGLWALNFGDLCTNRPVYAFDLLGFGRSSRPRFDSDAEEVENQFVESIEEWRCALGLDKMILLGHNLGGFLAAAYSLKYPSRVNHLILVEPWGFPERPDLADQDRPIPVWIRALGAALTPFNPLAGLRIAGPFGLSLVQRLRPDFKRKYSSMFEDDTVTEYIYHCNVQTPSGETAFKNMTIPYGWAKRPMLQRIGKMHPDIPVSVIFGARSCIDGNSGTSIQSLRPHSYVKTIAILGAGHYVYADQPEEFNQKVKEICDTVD
Glyco luc inh = increase of ERlucT glycosylation luciferase signal, primary screen, N-linked glycosylation inhibitor project, D54 ERlucT cells, luminescence, set 2. AID 588692, 2011. hit rate 0.23% among 360,000. reporter increase, % at 12.5 µM. D54 ERlucT glycosylation luciferase reporter, 24 h; percent of 100 nM tunicamycin response;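 active = mean luciferase reporter signal, scaled so untreated is 0 and the glycosylation-blocking control 100, at or above a set limit in every replicate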;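 also: luciferase carries N-glycosylation sites so blocking glycosylation raises the light; 0% = median of neutral control wells and 100% = median of 100 nM tunicamycin wells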
Vif inh = HIV Vif self-association inhibitors, primary screen, imaging, HEK293T, single point | HEK293T cells, Vif self-association by quenched fluorescence, 24 h | inhibition, % at 7.49 µM | hit rate 0.35% among 340,000 | AID 602346, 2012; in the data active = inhibition above about 50%, passing the limit was not always enough; also: some results filed as inactive read as strong as hits
TLR9-MyD88 inh = inhibitors of TLR9-MyD88 association in cells, primary screen, cell-based, CHO, BLA complementation, fluorescence; Toll-like receptor 9 (Homo sapiens) + Myeloid differentiation primary response protein …; CCF4 FRET ratio; inhibition, % at 4.98 µM; hit rate 0.21% among 340,000; AID 504734, 2011;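 active = inhibition above the mean over all tested compounds plus 3 SD, cut at about 21% in these data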;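 also: 0% = DMSO only wells and 100% = clavulanate BLA inhibitor control wells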
ABCB6 inh 2 = ABCB6 transporter inhibitors, primary screen, K562-ABCB6 cells, flow cytometry, MLPCN library; K562-ABCB6 porphyrin accumulation, 1 h; hits give low values; fluorescence ratio to DMSO, % at 10 µM; AID 602162, 2011; hit rate 0.19% among 360,000; ATP-binding cassette sub-family B member 6 (Homo sapiens), Q9NP58;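 active = fluorescence ratio to DMSO below 75%, the collection mean minus 3 SD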;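 also: signal is porphyrin accumulated inside mitochondria; 100% equals median channel fluorescence of DMSO control wells; lower ratio means ABCB6 inhibition with less porphyrin fluorescence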
MC4R ag barr = MC4R agonists recruiting beta-arrestin, primary screen, cell-based, luminescence, agonist arm of biased-ligand search; Melanocortin receptor 4 (Homo sapiens), P32245; hit rate 0.98% among 360,000; U2OS MC4R beta-arrestin complementation; percent of melanotan II response, DMSO zero; activation, % at 8.9 µM; AID 540308, 2011;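 active = activation above a per-plate cutoff, the mean activation of sample wells on that plate plus 3 SD, cut at about 8% in these data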
NOD2-RIPK2 inh = NOD2-RIPK2 binding disruptors in cells, primary screen, fluorescence, CHO cells, BLA complementation; inhibition, % at 4.98 µM; CCF4 ratio; Receptor-interacting serine/threonine-protein kinase 2 (Homo sapiens), O43353; hit rate 0.38% among 360,000; in the data active = inhibition above about 21%;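 also: 0% = vehicle only and 100% = reference blocker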
Exocytosis inh = LAMP-1 surface exposure blockers, TALL-104 cells – cell-based, flow cytometry, MLPCN library, primary screen; TALL-104 LAMP-1 surface exposure; cells stimulated with thapsigargin and PMA; inhibition, % at 10 µM; hit rate 0.66% among 360,000;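 active = inhibition above about 55%, limit read from the data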
aDG glyco up = activators of alpha-DG glycosylation, primary screen, uHTS, Pro5-aDG cells, AlphaScreen. AID 624168, 2012. alpha-DG glycosylation AlphaScreen (IIH6); 0% Pro5, 100% B10-LARGE cell signal. hit rate 0.22% among 360,000. activation, % at 10 µM;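 active = activation of at least 8% versus controls, or a plate z-score of at least 8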;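 also: Pro5 are CHO cells carrying HIG-tagged alpha-DG that lacks glycosylation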
* marks the source's active call; other numbers are inactive results; nt = not tested or not shown. Not all compounds are listed (hit frequency here may not be typical).

Preview, two compounds:
# | Molecule | MC4R antag cAMP | ABHD5-PLIN5 inh | Glyco luc inh | Vif inh | TLR9-MyD88 inh | ABCB6 inh 2 | MC4R ag barr | NOD2-RIPK2 inh | Exocytosis inh | aDG glyco up
1 | CCOC(=O)c1c(NC(=O)CSc2nnc(-c3ccc(OC)cc3)o2)sc2c1CCC2 | 4 | -3 | 2 | -4 | -2 | 96 | -1.2 | -10 | 0 | 0.0
2 | CC1=C(C(=O)N2CCCCCC2)CC(CC(=O)NCCCN(C)C)C(=O)N1Cc1ccc(F)cc1 (configuration not stated) | nt | 5 | nt | nt | nt | 95 | nt | -13 | -18 | 0.1

All compounds of this part, previewed entries included:
# | Molecule | MC4R antag cAMP | ABHD5-PLIN5 inh | Glyco luc inh | Vif inh | TLR9-MyD88 inh | ABCB6 inh 2 | MC4R ag barr | NOD2-RIPK2 inh | Exocytosis inh | aDG glyco up
1 | CCOC(=O)c1c(NC(=O)CSc2nnc(-c3ccc(OC)cc3)o2)sc2c1CCC2 | 4 | -3 | 2 | -4 | -2 | 96 | -1.2 | -10 | 0 | 0.0
2 | CC1=C(C(=O)N2CCCCCC2)CC(CC(=O)NCCCN(C)C)C(=O)N1Cc1ccc(F)cc1 (configuration not stated) | nt | 5 | nt | nt | nt | 95 | nt | -13 | -18 | 0.1
3 | Cc1cc(NS(=O)(=O)c2ccc(NC(=S)NCc3ccccc3)cc2)no1 | 2 | -7 | -2 | -7 | 5 | 101 | -1.2 | 2 | -1 | 0.0
4 | CC(=O)N1CCN(C(=O)c2ccc(Cl)c(S(=O)(=O)N3CCCCCC3)c2)CC1 | 2 | -1 | 1 | 22 | -9 | 96 | -1.4 | 12 | 0 | -0.2
5 | O=C(C(=O)N1CCN(c2ccc(F)cc2)CC1)N1CCCCC1 | 8 | 1 | 0 | 11 | 1 | 97 | 1.2 | 4 | -1 | -0.3
6 | Cc1cc(C)cc(Nc2nc3c(S(=O)(=O)c4ccccc4)nnn3c3ccccc23)c1 | 6 | 0 | -1 | 0 | -10 | 108 | -0.9 | -15 | 0 | -0.1
7 | CNC(=O)NC(=O)Cn1cnc2sc(-c3ccccc3)cc2c1=O | 2 | 6 | -3 | 3 | nt | 100 | 0.8 | 0 | 5 | 0.0
8 | Cc1ccc([C@H]2C[C@@H](n3cc(-c4ccc(F)cc4)nn3)[C@H](O)CN2C(=O)c2cccs2)cc1 | -1 | -12 | -1 | -5 | -11 | 98 | -0.9 | 0 | -2 | 0.2
9 | Cc1ccc(C)c(S(=O)(=O)N2CCN(C(=O)Cn3[nH]c(=O)c4ccccc4c3=O)CC2)c1 | 6 | -8 | 0 | 9 | 0 | 93 | -3.3 | -2 | -9 | 0.1
10 | Cc1cccc(NC(=O)c2nc[nH]c2C(=O)N[C@@H](Cc2ccccc2)C(=O)OCc2ccccc2)c1 | 9 | -19 | -1 | -2 | 1 | 87 | -0.5 | -4 | -1 | -0.1
11 | CC(CNC(=O)c1ccc(OC2CCN(Cc3ccccn3)CC2)cc1)Oc1cccnc1 (configuration not stated) | 0 | 5 | -3 | -5 | -5 | 101 | -2.0 | -10 | 0 | -0.1
12 | CC(C)c1nc2oc3c(N4CCN(C)CC4)ncnc3c2c2c1CCC2 | -1 | -2 | 3 | -3 | -12 | 88 | -1.1 | 0 | 4 | -0.2
13 | CC(C)[C@H](NC(=O)N1CCn2c1nc1ccccc12)C(=O)NCc1ccc(F)cc1 | 13 | -11 | 2 | -3 | -14 | 104 | -0.2 | 5 | -7 | 0.0
14 | C[C@@H]1CN([C@H](C)CO)C(=O)CCCn2nncc2CO[C@@H]1CN(C)S(=O)(=O)c1ccc2ccccc2c1 | 11 | -1 | 1 | -1 | -2 | 93 | 0.4 | 12 | -2 | 2.0
15 | COc1ccc(CCNC(=O)c2cc(=O)c3ccc(C)cc3o2)cc1OC | 1 | -2 | -1 | -7 | 0 | 92 | -0.9 | -6 | -10 | 0.1
16 | COCCSc1ccccc1C(=O)N1CCN(c2ccccc2OC)CC1 | 8 | 1 | -1 | 7 | -5 | 98 | -3.3 | -12 | -7 | 0.1
17 | CCCCn1c(N)c(N(CCOC)C(=O)c2cc(-c3ccccc3)nc3ccccc23)c(=O)[nH]c1=O | 8 | 3 | 0 | 0 | 3 | 101 | -2.5 | 9 | -7 | -0.1
18 | Cc1cccc(C(=Cc2ccc([N+](=O)[O-])cc2)C(=O)O)c1 | -2 | 3 | 0 | 19 | 8 | 104 | -1.9 | -2 | 2 | 0.2
19 | CCOC(=O)Cn1nc(C)n(-c2c(C)cccc2C)c1=O | 10 | -1 | -1 | 16 | 3 | 89 | -1.1 | -7 | -11 | -0.3
20 | Fc1ccc(-c2nc3ccc(Cl)cn3c2Cc2ccsc2)cc1 | nt | -1 | -1 | nt | nt | 98 | nt | -5 | -3 | 0.0
21 | CCOc1ccc(NC(=O)C(C)Sc2nnnn2C)cc1 (configuration not stated) | -1 | -1 | 3 | -1 | -10 | 98 | 0.2 | -9 | -8 | 0.2
22 | CCN(CC)Cc1c(O)ccc2occ(C(=O)c3ccc(OC)cc3)c12 | -10 | 11 | -3 | -5 | 9 | 96 | -0.7 | -13 | 8 | 1.2
23 | CC1(C)C2CCC1(CS(=O)(=O)N1CCCC1C(=O)O)C(=O)C2 (configuration not stated) | 5 | 5 | 1 | 19 | 13 | 100 | -0.8 | 3 | -10 | -0.3
24 | COc1ccccc1N1C(=O)C2C3C=CC(C3)C2(C)C1=O (configuration not stated) | -1 | -7 | 2 | -2 | -9 | 105 | -0.7 | -5 | -2 | 0.0
25 | O=C(CSc1nc2ccccc2nc1N1CCCCC1)N1CCN(c2ccccc2)CC1 | 7 | 2 | -3 | -11 | 0 | 92 | 1.6 | -11 | 1 | -0.3
26 | CC(C)c1nc2sc3c(NCc4ccco4)ncnc3c2c2c1COC(C)(C)C2 | 7 | 6 | -2 | -14 | 0 | 99 | 1.0 | 6 | -2 | 0.0
27 | CCOC(=O)CSc1cc(=O)n(CC)c2ccccc12 | 10 | 4 | 1 | -5 | 6 | 123 | 0.5 | 4 | 0 | -0.1
28 | COC(=O)c1[nH]c2cccc(Cl)c2c1NC(=O)CN1CCN(CCO)CC1 | -3 | 2 | 1 | nt | -6 | 104 | 0.5 | 1 | -7 | -0.3
29 | CS(=O)(=O)N(CC(=O)Nc1ccccc1C(=O)N1CCOCC1)c1ccccc1 | 9 | -2 | 1 | 19 | -10 | 92 | -0.5 | 3 | -2 | -0.2
30 | COc1cc(OC)c2c3c(c(C4CCCCC4)nc2c1)CCCC3 | -2 | -2 | 1 | nt | 6 | 98 | -0.4 | 4 | 0 | 0.0
31 | CSc1ccccc1NC(=O)CN(C1CCCCC1)S(C)(=O)=O | 3 | -6 | -2 | -2 | -8 | 92 | -2.1 | 8 | 8 | 0.1
32 | COCCn1c(C)cc(C(=O)COC(=O)C2CC(=O)N(CCc3ccc(OC)c(OC)c3)C2)c1C (configuration not stated) | 0 | -7 | 2 | 17 | -8 | 106 | -0.9 | 3 | -2 | 0.1
33 | O=C(Nc1nc(-c2ccc(F)c(F)c2)cs1)C1=COCCO1 | -2 | 3 | 3 | -6 | -11 | 97 | -2.1 | 1 | 7 | 0.0
34 | CCOc1cc(N2CCOCC2)c(OCC)cc1NC(=O)COc1ncnc2ccccc12 | 4 | -1 | 1 | -4 | -6 | 88 | -2.7 | -14 | 2 | -0.3
35 | Cc1ccc(NC(=S)NCc2ccccc2)c(C)c1 | -8 | -4 | -1 | 20 | -8 | 95 | -1.2 | 7 | 14 | 0.1
36 | COc1cc(C(=O)N/N=C(\c2ccccc2)c2ccccn2)cc(OC)c1OC | 13 | 7 | -13 | 1 | -8 | 96 | -1.4 | 1 | 19 | -0.7
37 | Cc1ccc(-c2c[n+](CC(=O)Nc3cc(=O)n(C)c(=O)n3C)c3n2CCC3)cc1 | -6 | 3 | 1 | -4 | 14 | 101 | -1.7 | -15 | 2 | -0.2
38 | COc1ccc(C(=O)COC(=O)/C=C/c2ccccc2)c(OC)c1 | 2 | 13 | 0 | 2 | -2 | 99 | -1.8 | 4 | -6 | 1.5
39 | O=C(NCCCNCc1ccccc1)/C(=N\O)c1ccccc1 | 2 | 13 | 1 | 20 | -4 | 93 | 0.7 | 4 | 1 | 0.2
40 | Cn1nc(C(=O)Oc2cc(=O)n(C)c3ccccc23)c2ccccc2c1=O | 4 | 4 | 1 | nt | -3 | 102 | -1.0 | 2 | -1 | -0.2
41 | Cc1ccc(CCNC(=O)c2nnn(-c3cc(C)cc(C)c3)c2N)cc1 | -1 | 8 | -1 | -2 | -3 | 103 | 7.0 | -1 | -3 | 0.3
42 | CC1=C(C(=O)NC2CCCc3c2cnn3-c2cccc(C)c2C)OCCO1 (configuration not stated) | 17 | 4 | -3 | -38 | -2 | 93 | -0.5 | -6 | -2 | 2.3
43 | Cn1cc(CN(CCO)Cc2cccs2)c(-c2cccc(Cl)c2)n1 | 5 | 7 | 0 | -29 | -7 | 97 | 1.7 | 5 | -4 | 1.4
44 | COc1ccc(C(=O)C2CCCN(C(=O)C3CCOCC3)C2)c(C)c1 (configuration not stated) | 5 | -8 | 2 | -3 | -3 | 92 | -3.5 | -2 | 1 | 0.3
45 | COc1ccc2c(c1)C(c1ccc(Cl)cc1)NC(=O)C2 (configuration not stated) | 7 | 0 | 0 | -8 | -3 | 97 | -0.4 | -4 | -1 | 0.1
46 | COc1ccc(/C(C)=N/OCC(=O)Nc2nc3ccccc3s2)cc1 | 10 | -2 | 2 | -9 | 14 | 98 | 0.3 | 0 | -9 | 0.4
47 | Cc1ccc(NC(=O)C2CCCN2S(=O)(=O)c2ccc3c(c2)n(C)c(=O)c(=O)n3C)c(C)c1 (configuration not stated) | 10 | -3 | 0 | -1 | -6 | 96 | -0.6 | -7 | 1 | -0.1
48 | CCOC(=O)c1nn(-c2ccc(OC)cc2)c(=O)c2c(N)scc12 | 0 | -43 | 1 | -8 | 5 | 94 | 0.5 | 2 | 5 | 0.1
49 | CCCCn1c(N)c(N(CC(C)C)C(=O)c2cccc(-n3cnnn3)c2)c(=O)[nH]c1=O | 0 | -7 | -1 | 7 | -6 | 101 | -4.4 | -1 | -5 | 0.0
50 | COc1ccc(Nc2ncnc3sc(C)cc23)c(OC)c1 | 8 | 5 | -1 | -5 | -2 | 99 | -1.1 | -6 | -12 | -0.1
51 | C[C@H](CO)N1C[C@H](C)[C@@H](CN(C)CC2CCCCC2)Oc2c(NS(=O)(=O)c3cccs3)cccc2C1=O | 6 | -1 | -1 | nt | -1 | 90 | 0.0 | -4 | 32 | 0.0
